# Screening data from PubChem.
# TRPC6 inhibitor = inhibitors of mouse TRPC6 channel; Q61143; HEK293-TRPC6, membrane potential dye, ACh-evoked depolarization; active compounds read low; B-score at 10 µM; actives 1.1% (n = 310,000);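 active = B-score under library mean minus 3 SD, initial fluorescence not abnormally high, positive integrated signal ratio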;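 note: B-score derived from integrated fluorescence ratio over the kinetic read; more negative B-score means stronger inhibition of depolarization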
# Target sequence (Q61143 whole entry, looked up): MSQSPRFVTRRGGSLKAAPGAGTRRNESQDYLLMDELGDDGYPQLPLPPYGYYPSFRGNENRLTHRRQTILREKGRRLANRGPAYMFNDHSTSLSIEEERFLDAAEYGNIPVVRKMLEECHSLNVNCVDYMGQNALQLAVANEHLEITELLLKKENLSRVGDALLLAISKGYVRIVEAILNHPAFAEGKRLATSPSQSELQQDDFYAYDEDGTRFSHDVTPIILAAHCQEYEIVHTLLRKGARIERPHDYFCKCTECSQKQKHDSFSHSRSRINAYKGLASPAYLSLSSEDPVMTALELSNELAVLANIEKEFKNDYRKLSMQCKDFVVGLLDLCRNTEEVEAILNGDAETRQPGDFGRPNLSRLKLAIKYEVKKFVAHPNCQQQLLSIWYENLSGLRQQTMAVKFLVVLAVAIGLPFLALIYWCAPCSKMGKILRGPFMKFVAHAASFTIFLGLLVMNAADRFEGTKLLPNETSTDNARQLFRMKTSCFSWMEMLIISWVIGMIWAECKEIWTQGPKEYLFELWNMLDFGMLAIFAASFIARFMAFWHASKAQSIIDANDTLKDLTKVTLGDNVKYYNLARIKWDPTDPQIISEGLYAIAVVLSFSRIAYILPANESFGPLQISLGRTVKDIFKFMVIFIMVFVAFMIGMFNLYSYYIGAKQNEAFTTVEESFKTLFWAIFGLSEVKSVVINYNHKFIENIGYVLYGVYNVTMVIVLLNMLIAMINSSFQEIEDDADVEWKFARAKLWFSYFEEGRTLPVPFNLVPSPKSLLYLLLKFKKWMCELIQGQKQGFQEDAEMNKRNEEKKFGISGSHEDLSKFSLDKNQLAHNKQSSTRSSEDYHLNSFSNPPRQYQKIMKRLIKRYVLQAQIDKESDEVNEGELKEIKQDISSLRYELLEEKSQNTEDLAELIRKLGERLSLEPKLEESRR
# MrgX1 antag = blocks BAM8-22 activation of human MrgX1 receptor; MRGX1-HEK293 calcium flux, Fluo-4, BAM8-22 antagonism; active compounds read low; Q96LB2; actives 1.3% (n = 310,000); B-score at 10 µM;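 active = calcium-response B-score plate-corrected more than 3 library SD below zero, starting fluorescence within 5 deviations, no agonist response on first addition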;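 note: peak minus trough fluorescence over baseline after final BAM8-22 challenge near maximal dose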
# TRPC4 act = opens the mouse TRPC4 cation channel. Q9QUQ5. AID 2237. HEK293 TRPC4beta/mu-opioid, Fluo4 calcium fluorescence; active compounds read high. actives 0.49% (n = 310,000). B-score at 10 µM;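 active = B-score above 5 SD of library B-scores, and initial fluorescence ratio not above library mean plus 5 SD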;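 note: positive B-score marks a calcium rise read as TRPC4 activation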
#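 Material: HEK293 stable line with TRPC4beta plus mu-opioid receptor; technique: Fluo4 calcium-sensitive dye fluorescence, kinetic, 1 Hz baseline; timing: Fluo4 dye loading 45 min at room temperature, 110 s recording; controls: assay buffer as low control, maximal DAMGO as high control; read-out: integrated baseline-normalised fluorescence ratio, converted to per-well B score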
# TRPC4 inh = inhibitors of mouse TRPC4 channel | Q9QUQ5 | HEK293 TRPC4beta/mu-opioid, DAMGO-evoked Fluo4 calcium flux; active compounds read low | B-score at 10 µM | actives 0.39% (n = 300,000);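 active = B-score over 3 SD under the library average, no early fluorescence shift, positive overall ratio signal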
#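 material = TRPC4beta/mu-opioid receptor HEK293 cell line | probe or stimulus = sequential submaximal and maximal DAMGO stimulation | compound dosing = one concentration per compound | measured by = Fluo4 Ca2+ flux fluorescence | evaluation = integrated fluorescence ratio relative to baseline, converted to per-well B score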
# HIF activator = HIF pathway transcriptional activation | U2OS HRE-luciferase reporter, luminescence; normalized: DMSO 0%, desferrioxamine 100% | activation, % at 7.5 µM (by protocol) | actives 0.32% (n = 300,000);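 active = mean activation of at least 10% of the iron chelator positive control signal, with at least half of replicates also reaching 10%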
# TRPC4 PAM = TRPC4 (mouse) allosteric potentiation | Q9QUQ5 | HEK293 TRPC4beta/mu-opioid, DAMGO EC20, Fluo-4 Ca2+ flux; active compounds read high | B-score at 10 µM | actives 0.42% (n = 310,000) | AID 2227;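 active = B-score of calcium response area above 5 SD of library B-scores, with initial fluorescence ratio within 5 SD of library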;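 note: B-score of integrated fluorescence ratio over time as area under calcium response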
# MrgX1 agonist = agonists of human MrgX1 receptor; MrgX1-HEK293 cells, Fluo-4 calcium fluorescence, agonist mode; active compounds read high; Q96LB2; actives 0.44% (n = 310,000); B-score at 10 µM;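 active = calcium response B-score plate-corrected fluorescence ratio at least 3 library SD, with starting fluorescence B-score inside 5 SD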
#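 System: HEK293 cells stably expressing human MrgX1 receptor; Dosing: test compound in the initial addition of three; Schedule: overnight plating, then 30 min 37 °C plus 30 min room-temperature dye loading; Detection: kinetic calcium dye fluorescence, Fluo-4 NW; Controls: per-plate positive and negative controls for Z′ factor.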
# MrgX1 allo act = allosterically activates human MrgX1 receptor signaling; Q96LB2; MrgX1-HEK293, Fluo-4 calcium flux, FDSS; active compounds read high; B-score at 10 µM; actives 0.63% (n = 310,000); AID 588675;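 active = plate-corrected calcium response at least 3 library SD above typical, normal starting fluorescence, not activating the receptor alone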;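 note: compound read alongside a low EC10 to EC30 dose of BAM8-22 agonist; peak minus trough fluorescence over baseline measured at the second addition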
# AI-2 QS mod = Vibrio harveyi AI-2 quorum sensing modulation | Vibrio harveyi JMH597 AI-2 luminescence/OD600 ratio, 9 h; active compounds read low; strain lacks LuxN and CqsS sensors; 0 = neutral-control median | activity change, % at 7.5 µM | actives 0.4% (n = 300,000) | AID 2094; in the data active = activity change below about -75%, passing the limit was not always enough;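 note: luminescence divided by OD600 gain over 9 h not by final OD600 alone; inactives centre near 13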
# PolyA inh = blocks polyadenylation in yeast reporter cells | actives 0.02% (n = 300,000) | AID 1875 | S. cerevisiae SKY197-pL101 polyadenylation reporter, beta-gal luminescence; efflux-impaired pdr1/pdr3 knockout yeast; score 100 = 6 SD above DMSO | calls only at 12 µM;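 active = lowest replicate activity score at least 50, where 100 means six control SD above control mean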;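 note: yeast exposed to compound for 9 h at 30 °C; higher score means more reporter readthrough which indicates perturbed polyadenylation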
# TRPC6 activator = activates the mouse TRPC6 cation channel; Q61143; HEK293-TRPC6 membrane potential dye fluorescence; active compounds read high; B-score at 10 µM; actives 0.13% (n = 310,000);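 active = B-score of the integrated fluorescence ratio above library mean plus 3 SD, and starting fluorescence ratio within library mean plus 5 SD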;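 note: higher score means more depolarization so channel activation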
# * = called active by the depositor; i = inactive; / = not tested or not shown. These rows are one share of the data, so the mix of outcomes need not match the whole.
# Every second line gives: HIF activator	TRPC4 PAM	TRPC4 inh	AI-2 QS mod	MrgX1 agonist	PolyA inh	MrgX1 allo act	TRPC6 inhibitor	TRPC6 activator	TRPC4 act	MrgX1 antag
CCC(=O)N1CCc2cc(Br)cc(S(=O)(=O)NCCN3CCCCC3C)c21 (stereo not given)
  -0.4	i	i	28	i	i	i	i	i	i	i
Cc1ccc2nc(C(F)OC(F)(F)F)[nH]c2c1 (stereo not given)
  0.0	i	i	9	i	i	i	i	i	i	i
O=C(CN1CCC(c2nc3ccccc3s2)CC1)NCc1cccs1
  0.8	i	i	13	i	i	i	i	i	i	i
CC(C)c1ccc2[nH]c(O)c(N=NC(=O)c3cccc(S(=O)(=O)Nc4ccc(Cl)cc4)c3)c2c1
  -3.9	i	i	4	i	i	i	i	i	i	i
O=C(O)c1cc(N2C(=O)CCC2=O)ccc1Cl
  -0.1	i	i	0	i	i	i	i	i	i	i
Cc1ccc(/C=N/NC(=O)C(C)NC(=O)c2ccccc2)cc1 (stereo not given)
  -0.1	i	i	21	i	i	i	i	i	i	i
CCOc1ccc(OCCCCOc2ccccc2C(C)=O)cc1
  -0.1	i	i	-10	i	i	i	i	i	i	i
O=C(CCCCn1c(=O)[nH]c2ccccc2c1=O)N1CCN(c2ncccn2)CC1
  -0.4	i	i	13	i	i	i	i	i	i	i
COc1ccc(CN2C(=O)[C@@H]3Cc4c([nH]c5ccccc45)C(C)(C)N3C2=O)cc1
  1.5	i	i	17	i	/	i	i	i	i	i
O=C(Nc1ccccc1Cl)c1ccc(Cl)cc1Cl
  1.1	i	i	19	i	i	i	i	i	i	i
Cc1nn(-c2ccccc2)c(C)c1/C=N/n1c(-c2ccc(C(C)(C)C)cc2)n[nH]c1=S
  0.1	i	i	26	i	i	i	i	i	i	i
O=C(CSc1nnnn1C1CCCC1)NCc1ccccc1
  0.4	i	i	25	i	i	i	i	i	i	i
CCOCCCNCc1ccc(OCc2ccc(F)cc2)c(OC)c1
  0.2	i	i	26	i	i	i	i	i	i	i
CCOC(=O)N1CCN(C(=O)CN(c2ccc(Cl)c(C(F)(F)F)c2)S(C)(=O)=O)CC1
  -0.4	i	i	19	i	i	i	i	i	i	i
O=C(NCCn1cc(SCc2ccc(F)cc2)c2ccccc21)c1ccccc1F
  -0.3	i	i	2	i	i	i	i	i	i	i
CCOc1ccc(/C=N/Nc2cc(N3CCOCC3)nc(C)n2)c(O)c1
  -0.6	i	i	0	i	i	i	i	i	i	i
Fc1ccc(-c2cn(-c3ccccc3)c3[n+]2CCS3)cc1
  0.8	i	i	6	i	i	i	i	i	i	i
COCCCNC(=O)CC(NS(=O)(=O)c1ccc(C)cc1)c1ccco1 (stereo not given)
  0.0	i	i	11	i	i	i	i	i	i	i
CCS(=O)(=O)c1ncc(Cl)c(C(=O)Nc2ccc(S(=O)(=O)N(C)c3ccccc3)cc2)n1
  -3.8	i	i	24	i	i	i	i	i	i	i
O=C(CSc1ncn[nH]1)N1N=C2/C(=C/c3ccccc3)CCCC2C1c1ccccc1 (stereo not given)
  -0.3	i	i	6	i	/	i	i	i	i	i

# (further entries)
# Every second line gives: HIF activator	TRPC4 PAM	TRPC4 inh	AI-2 QS mod	MrgX1 agonist	PolyA inh	MrgX1 allo act	TRPC6 inhibitor	TRPC6 activator	TRPC4 act	MrgX1 antag
NC(=O)C1CCN(C2CC(=O)N(Cc3ccc(N4CCCC4=O)cc3)C2=O)CC1 (stereo not given)
  0.9	i	i	12	i	i	i	i	i	i	i
O=C(O)COc1ccc(NC(=O)c2ccco2)cc1
  -0.8	i	i	12	i	i	i	i	i	i	i
N/C(=N\OC(=O)c1ccc(Cl)cc1Cl)c1ccc(Cl)cc1
  1.5	i	i	49	i	i	i	i	i	i	i
CC(=O)N/C(=C\c1ccccc1)C(=O)OCc1cccc(S(=O)(=O)N(C)C)c1
  -39	i	i	6	i	i	i	i	i	i	i
O=C1COc2ccc(C(=O)c3ccccc3C(=O)O)cc2N1
  -0.2	i	i	9	i	i	i	i	i	i	i
CCOC(=O)Cn1c(N)c(C(=O)OC)sc1=S
  -0.1	i	i	23	i	i	i	i	i	i	i
CSc1[nH]c(=O)c(C(=O)O)cc1C#N
  0.2	i	i	23	i	i	i	i	i	i	i
CCn1c(=O)c2c(nc(SCC(=O)NCC3CCCO3)n2C)n(C)c1=O (stereo not given)
  /	i	i	35	i	i	i	i	i	i	i
Oc1ccccc1/C=N/N1CCCCC1
  0.5	i	i	12	i	i	i	i	i	i	i
Clc1cccc(CN2CCCCCC2)c1Cl
  -1.1	i	i	-6	i	i	i	i	i	i	i
CC1CCN(C(=O)C2CCN(S(=O)(=O)c3cccc4nsnc34)CC2)CC1
  0.3	i	i	-9	i	i	i	i	i	i	i
CN(Cc1cn(Cc2ccccc2)nc1-c1ccc2c(c1)OCO2)Cc1nccn1C
  -0.6	i	i	-1	i	i	i	i	i	i	i
CCc1ccccc1NC(=S)N(Cc1cccs1)C1CCCC1
  -0.7	i	i	20	i	i	i	i	i	i	i
COc1ccccc1N(CC(O)Cn1c2ccccc2c2ccccc21)S(=O)(=O)c1ccccc1 (stereo not given)
  -0.4	i	i	19	i	i	i	i	i	i	i
CSc1nc2ccccc2n1CC(=O)N1CCCCC1
  -0.5	i	i	5	i	i	i	i	i	i	i
CC1CCC(NS(=O)(=O)c2ccc(Cl)nc2)CC1 (stereo not given)
  -26	i	i	3	i	i	i	i	i	i	i
Cc1cc(C)n(-c2nc(NCC3CCCO3)c3c4c(sc3n2)COC(C)(C)C4)n1 (stereo not given)
  1.3	i	i	23	i	i	i	i	i	i	i
COC(=O)c1cc(C(=O)c2cccc(Cl)c2Cl)cn1C
  0.0	i	i	17	i	i	i	i	i	i	i
COCC1CCN(C(=O)c2oc3c(F)cccc3c2C)C1 (stereo not given)
  0.7	i	i	2	i	i	i	i	i	i	i
Cc1cc(/C=N/Nc2ccc([N+](=O)[O-])cn2)c(C)n1-c1ccccc1
  1.3	i	i	23	i	i	i	i	i	i	i

# New compounds follow:
# Every second line gives: HIF activator	TRPC4 PAM	TRPC4 inh	AI-2 QS mod	MrgX1 agonist	PolyA inh	MrgX1 allo act	TRPC6 inhibitor	TRPC6 activator	TRPC4 act	MrgX1 antag
Cc1ccc(/C([O-])=C(/C(=S)NCCN2CCOCC2)[n+]2ccccc2)cc1[N+](=O)[O-]
  -0.3	i	i	13	i	i	i	i	i	i	i
CCOc1ccc(C(=S)NC2CCCCC2)cc1OCC
  0.5	i	i	5	i	i	i	i	i	i	i
CC(C)OCCCNC(=O)C1CCC(CNS(=O)(=O)c2ccc(Cl)cc2)CC1 (stereo not given)
  -0.7	i	i	28	i	i	i	i	i	i	i
Cc1ccc(S(=O)(=O)Nc2ccccc2C(=O)Nc2nc(-c3ccc(F)cc3)cs2)cc1
  0.3	i	i	18	i	i	i	i	i	i	i
O=C(CSc1nccn1-c1ccc(Cl)cc1)Nc1ccc2c(c1)OCO2
  /	i	i	10	i	i	i	i	i	i	i
CCC(=O)Nc1ccc(C(=O)Nc2c[nH]c(=O)[nH]c2=O)cc1
  -0.1	i	i	6	i	i	i	i	i	i	i
Cc1ccc(NC(=O)CN2CCOCC2)cc1
  1.0	i	i	6	i	i	i	i	i	i	i
COc1ccc(C2C(C(=O)Nc3ccccc3OC)=C(C)Nc3ncnn32)cc1 (stereo not given)
  -0.2	i	i	17	i	i	i	i	i	i	i
O=C(Nc1cccc(-n2cnnn2)c1)c1ccco1
  -0.6	i	i	-1	i	i	i	i	i	i	i
Cc1ccc(OCCSc2nnc(NC(=O)c3ccco3)s2)cc1
  -35	i	i	-16	i	i	i	i	i	i	i
COc1ccc(NS(=O)(=O)c2cc(NC(=O)[C@@H](NC(N)=O)C(C)C)ccc2C)cc1
  0.4	i	i	-16	i	i	i	i	i	i	i
Cc1ccc(C)c(SCC(=O)Nc2oc(C)c3c(C)n[nH]c(=O)c23)c1
  -1.4	i	i	41	i	i	i	i	i	i	i
Cc1noc(C)c1S(=O)(=O)N1CCN(c2ccccc2)CC1
  -0.2	i	i	17	i	i	i	i	i	i	i
COc1ccc(/C=C/C(=O)N(C)C2CCS(=O)(=O)C2)cc1 (stereo not given)
  3.5	i	i	20	/	i	/	i	i	i	/
CCN1C(C)=C(C)S/C1=C1\SC(=S)N(N)C1=O
  -1.3	i	i	25	i	i	i	i	i	i	i
CCOc1ccc2c(c1)C(C)=CC(C)(C)N2S(=O)(=O)c1ccc(C)cc1
  -0.1	i	i	4	/	i	/	i	i	i	/
Cc1cc(C)c2nc(N3CCC(C(=O)NCC4CCCO4)CC3)sc2c1 (stereo not given)
  0.4	i	i	31	i	i	i	i	i	i	i
Cc1cc(OCc2cc3c(cc2Cl)OCO3)c2c(C)cc(=O)oc2c1
  -0.1	i	i	2	i	i	i	i	i	i	i
CCCCNC(=O)CN1CCN(Cc2ccc3cc(OC)ccc3c2)CC1
  1.6	i	i	1	i	i	i	i	i	i	i
CC(=O)Nc1ccc(C(=O)Nc2ccc(S(=O)(=O)Nc3nccc(C)n3)cc2)cc1
  -2.3	i	i	22	i	i	i	i	i	i	i

# (listing goes on)
# Every second line gives: HIF activator	TRPC4 PAM	TRPC4 inh	AI-2 QS mod	MrgX1 agonist	PolyA inh	MrgX1 allo act	TRPC6 inhibitor	TRPC6 activator	TRPC4 act	MrgX1 antag
Cc1ccc(NC(=O)CNS(=O)(=O)c2cccs2)cc1F
  1.1	i	i	3	i	i	i	i	i	i	i
CC1=CC(C)(C)NC(=S)N1c1ccc(C)cc1C
  0.7	i	i	4	i	i	i	i	i	i	i
N#Cc1c(-c2ccccc2)cc(C2CC2)nc1SCC(=O)c1cccs1
  -0.6	i	i	0	/	i	/	i	i	i	/
CC(C)(c1ccccc1)c1ccc(OCCn2cnc3ccccc3c2=O)cc1
  2.6	i	i	-1	i	i	i	i	i	i	i
CCN(Cc1ccccc1)S(=O)(=O)c1ccc2c(c1)NC(=O)CC(=O)N2
  -0.4	i	i	-2	i	i	i	i	i	i	i
Fc1cccc(NC(=S)NCc2ccc(Cl)cc2)c1
  1.4	i	i	-63	i	i	i	i	i	i	i
O=C(Nc1ccccc1)C1=C[C@@H](c2ccc(Br)cc2)C[C@@H](OCCCCO)O1
  4.2	i	i	13	i	i	i	i	i	i	i
